Source: PubChem BioAssay
IMP-1 inh – blocks Pseudomonas aeruginosa IMP-1 metallo-beta-lactamase. purified IMP-1, nitrocefin hydrolysis, epi-absorbance fluorescence. inhibition, % at 5.6 µM. actives 0.45% (n = 290,000);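 active means inhibition above the mean plus 3 SD of all compounds in the same screening run, cut at about 4.5% in these data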;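 further: 0% = IMP-1 with DMSO and 100% = DMSO wells lacking enzyme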
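Assay system: purified recombinant IMP-1 beta-lactamase. Input: IMP-1 0.2 nM before substrate addition. Buffer or medium: Zinc- and detergent-supplemented HEPES buffer, pH 7.1. Schedule: 25 °C, 15 min preincubation, 25 min reaction. Signal: Epi-absorbance fluorescence, 480 nm excitation, 530 nm emission. Evaluation: percent inhibition from optical density relative to buffer-blank wells.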
DNA FID counter – fluorescent intercalator displacement, NS3 helicase counter-screen; AID 1845; DNA fluorescent intercalator displacement, fluorescence; actives 0.17% (n = 290,000); inhibition, % at 7.9 µM; in the data active means inhibition above about 37%;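 further: 0% = vehicle and 100% = reference compound; higher means more ethidium bromide displaced from hairpin DNA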
NALP1 yeast inh – NALP1 inhibition; AID 2071; inhibition, % at 10 µM; actives 0.61% (n = 280,000); S. cerevisiae NALP1/ASC/caspase-1 growth, X-gal OD620, 72 h; in the data active means inhibition mostly above about 24%, no sharp cut-off; inactive means mostly below about 32%; further: some compounds called inactive have numbers as strong as hits
SUMO HTRF inh – inhibitors of human SUMOylation (UBC9); P63279; HTRF SUMOylation assay, SAE1/SAE2 + UBC9, in vitro; inhibition, % at 35 µM; actives 0.36% (n = 290,000); AID 2006; in the data active means inhibition above about 50%, passing the limit was not always enough; further: strong numbers were not always called active
Target sequence (P63279 whole entry, looked up): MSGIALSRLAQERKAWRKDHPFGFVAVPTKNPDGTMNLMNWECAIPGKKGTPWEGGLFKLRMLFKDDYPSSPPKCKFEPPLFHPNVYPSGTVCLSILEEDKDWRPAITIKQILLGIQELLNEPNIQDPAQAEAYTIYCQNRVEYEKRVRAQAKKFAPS
VIM-2 inhibitor – inhibitors of Pseudomonas aeruginosa VIM-2 metallo-beta-lactamase; purified VIM-2, nitrocefin hydrolysis, epi-absorbance fluorescence; inhibition, % at 5.6 µM; actives 0.89% (n = 290,000); AID 1527;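 active means inhibition above the mean of all tested compounds plus 3 SD, cutoff set per screening run, cut at about 7.5% in these data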;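 further: red hydrolysis product quenches plate fluorescence so inhibitors raise well fluorescence; 0% = enzyme with DMSO and 100% = DMSO without enzyme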
HCV NS3 hel inh – blocks Hepatitis C virus NS3 helicase unwinding; actives 0.56% (n = 290,000); NS3 helicase DNA unwinding, Cy5 molecular beacon fluorescence; inhibition, % at 10.9 µM;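 active means inhibition above the mean of all tested compounds plus 3 SD, set per campaign, cut at about 35% in these data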;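 further: 0% = DMSO wells and 100% = thioflavine S control wells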
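System: HCV NS3 helicase fragment; control set: DMSO and thioflavine S; technique: Cy5 fluorescence at 0 and 60 min, beacon hairpin quenching; reagent: beacon DNA duplex substrate plus ATP; replicates: singlicate; schedule: 1 h reaction at 25 °C, ATP-initiated; medium: MOPS buffer pH 6.5 with MgCl2, DTT, Tween20, BSA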
MEKK2mut PB1 HTS – signal of MEK5 binding to mutant human MEKK2 PB1 domain. bead flow cytometry, Alexa488-MEK5 binding to MEKK2 mutant. percent response, % at 10 µM. actives 0.35% (n = 290,000); in the data active means percent response above about 24%, passing the limit was not always enough; further: inactives centre near 1; some results filed as inactive read as strong as hits
M18AAP inhibitor – PfM18AAP enzyme inhibition; actives 1.2% (n = 290,000); recombinant PfM18AAP, H-Glu-NHMec fluorogenic cleavage; inhibition, % at 7.35 µM;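 active means inhibition above the campaign mean inhibition over all tested compounds plus 3 SD, cut at about 28% in these data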;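 further: 0% = plate median of test compound wells and 100% = 2 mM ZnCl2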
MEKK2wt PB1 HTS – raises or lowers MEK5 binding to wildtype human MEKK2 PB1 domain; binding response (% of control), % at 10 µM; AID 1531; bead flow cytometry, Alexa488-MEK5 binding to MEKK2 WT; actives lie on both sides; actives 1.1% (n = 290,000); in the data active means binding response below about 67% or above about 130%
Active calls of the source: *; . = not tested or not shown.

canonical_smiles	NALP1 yeast inh	DNA FID counter	SUMO HTRF inh	MEKK2mut PB1 HTS	MEKK2wt PB1 HTS	HCV NS3 hel inh	IMP-1 inh	VIM-2 inhibitor	M18AAP inhibitor
COc1ccc(CN2CCc3ccc(NC(=O)c4ccncc4)cc3C2)c(F)c1	18	4	20	6	112	-3	-0.6	-0.4	5
O=C(C1CCC1)N1CCN(c2ccc(C(F)(F)F)cc2[N+](=O)[O-])CC1	19	-28	1	-4	99	7	2.0	0.5	-12
CN(C)c1cc(=O)n2c(n1)SCCC2	3	2	2	-4	99	11	-2.9	-1.8	-10
Cn1c(SCC(=O)Nc2ccccc2F)nnc1-c1cc2ccccc2o1	9	-3	-15	3	102	9	1.7	0.5	-12
COc1ccccc1NC(=O)C1CCCN(c2cc(C)nc3ncnn23)C1 (stereo not drawn)	-6	-11	-7	4	98	-10	-2.3	-1.6	-9
CC(C)NC(=O)c1onc(CSc2ccc(F)cc2)c1C(=O)O	14	-14	-22	3	105	8	0.3	0.8	4
CCNC(=S)N(CCc1ccccc1C)Cc1cc2cc(OC)c(OC)cc2[nH]c1=O	4	-6	-46	0	104	-16	-3.6	-2.2	-4
CC1(C(=O)N2CCN(c3ccccc3)CC2)CC1(Cl)Cl (stereo not drawn)	-16	-16	3	2	97	-5	-3.1	-2.3	5
CSc1cccc(NC(=S)N(Cc2ccccc2)Cc2ccccn2)c1	8	-10	-14	0	106	-4	-2.9	-2.0	1
O=C(CN1CCSc2ccccc21)NCCCc1ccccc1	2	-15	8	-10	84	0	-1.8	1.9	-11
CC(=O)N1CCCN(Cc2cn(-c3cccc(C)c3)nc2-c2cccc(F)c2)CC1	.	-6	16	-12	90	-4	-2.8	-2.9	-14
COc1cc(C)nc(N2CCC(C(=O)NC3CCCCC3)CC2)n1	-6	-1	18	-2	93	11	-0.8	-3.3	6
O=C(Nc1cccc(F)c1)Nc1ccc2c(c1)OCO2	6	-5	12	8	111	1	-2.6	-4.9	-9
CC(C)OC(=O)C1C(=O)CC(C)(O)C(C(=O)OC(C)C)C1c1ccc([N+](=O)[O-])cc1 (stereo not drawn)	7	-17	-9	-7	98	7	-1.4	-4.1	-10
O=C(CCC(=O)Nc1ccccc1Cl)NNC(=O)c1ccco1	26	-1	9	-1	100	-1	-4.5	-0.7	2
O=C(Nc1cnc2ccccc2c1)N1CCOCC1	4	-1	-2	1	105	2	-6.1	-1.7	5
COC(=O)c1ccc(=O)n(Cc2ccc3c(c2)OCO3)c1	-14	4	24	3	105	7	-3.2	-1.2	4
O=Nc1c(-c2c(O)[nH]c3cc(Br)ccc23)[nH]c2ccccc12	18	27	-6	1	77	-23	-9.9	-2.8	1
CCOC(=O)CSc1nn(C)c(=S)s1	28	0	-8	4	110	7	-2.9	-2.9	-4
CCOC(=O)N1CCN(C(=O)C2CCN(S(=O)(=O)c3ccc(Br)s3)CC2)CC1	15	-38	4	-8	97	7	2.2	-0.9	4
Cc1c(C(=O)Oc2cccc3cccnc23)cccc1[N+](=O)[O-]	-1	2	-26	-4	95	3	-2.6	-4.0	8
COc1ccccc1NS(=O)(=O)c1cc(Cl)ccc1OC	14	-9	22	1	108	-1	-1.4	-1.2	0
Cn1cnnc1SCC(=O)Nc1ccc(OCc2ccccc2)cc1	0	-11	2	-2	102	-21	-1.6	-1.5	-13
CC(C)CC(=O)Nc1ccc2nn(-c3ccccc3)nc2c1	41	-7	6	-1	97	-11	-1.1	-4.0	1
Cc1cccc(C(=O)NC(=S)NNC(=O)c2cccs2)c1	7	1	5	-1	102	0	-4.2	-6.6	33*
CCOc1ccc(-n2c(=O)c3c(C)c(C)sc3n(CC(=O)NCc3ccco3)c2=O)cc1	9	0	25	4	98	3	-4.0	-2.9	-4
COc1cccc(C(=O)N2CCOCC2)c1	-2	1	10	5	103	2	-2.7	-3.4	5
Cc1ccc(C)c2[nH]c(=O)c(C(c3nnnn3Cc3ccccc3)N3CCc4ccccc4C3)cc12 (stereo not drawn)	11	-2	36	0	97	5	-3.2	-4.1	1
Cc1nc2cc(C(F)(F)F)ccc2n1C1CCN(CC(=O)NC(C)(C)C)CC1	12	-10	21	-3	98	-7	-2.2	-0.2	1
O=C(C(=O)N1CCOCC1)c1c[nH]c2ccccc12	11	-2	17	-2	96	-11	-4.0	0.8	-1

Full records, looked up by structure. Order of screens: NALP1 yeast inh, DNA FID counter, SUMO HTRF inh, MEKK2mut PB1 HTS, MEKK2wt PB1 HTS, HCV NS3 hel inh, IMP-1 inh, VIM-2 inhibitor, M18AAP inhibitor
COc1ccc(CN2CCc3ccc(NC(=O)c4ccncc4)cc3C2)c(F)c1 across the screens: 18, 4, 20, 6, 112, -3, -0.6, -0.4, 5
CC1(C(=O)N2CCN(c3ccccc3)CC2)CC1(Cl)Cl (stereo not drawn) across the screens: -16, -16, 3, 2, 97, -5, -3.1, -2.3, 5
CC(C)NC(=O)c1onc(CSc2ccc(F)cc2)c1C(=O)O across the screens: 14, -14, -22, 3, 105, 8, 0.3, 0.8, 4
O=C(C1CCC1)N1CCN(c2ccc(C(F)(F)F)cc2[N+](=O)[O-])CC1 across the screens: 19, -28, 1, -4, 99, 7, 2.0, 0.5, -12

Part of the list above in order of SMILES length, lowest first:
canonical_smiles	NALP1 yeast inh	DNA FID counter	SUMO HTRF inh	MEKK2mut PB1 HTS	MEKK2wt PB1 HTS	HCV NS3 hel inh	IMP-1 inh	VIM-2 inhibitor	M18AAP inhibitor
O=Nc1c(-c2c(O)[nH]c3cc(Br)ccc23)[nH]c2ccccc12	18	27	-6	1	77	-23	-9.9	-2.8	1
Cc1nc2cc(C(F)(F)F)ccc2n1C1CCN(CC(=O)NC(C)(C)C)CC1	12	-10	21	-3	98	-7	-2.2	-0.2	1
Cc1ccc(C)c2[nH]c(=O)c(C(c3nnnn3Cc3ccccc3)N3CCc4ccccc4C3)cc12 (stereo not drawn)	11	-2	36	0	97	5	-3.2	-4.1	1

The list continues.
canonical_smiles	NALP1 yeast inh	DNA FID counter	SUMO HTRF inh	MEKK2mut PB1 HTS	MEKK2wt PB1 HTS	HCV NS3 hel inh	IMP-1 inh	VIM-2 inhibitor	M18AAP inhibitor
CC1CCCC(C)N1C(=O)CN1CCN(c2nc(-c3ccc(F)cc3)cs2)CC1 (stereo not drawn)	54	-32	18	5	103	-18	-3.4	-3.5	3
COC(=O)c1cc(Cl)c(NC(=O)c2ccc(F)cc2)cc1OC	12	-8	20	-3	93	-8	-2.3	-3.5	0
Cc1ccccc1NC(=O)c1ccccc1NC(=O)c1ccccc1F	17	-20	-3	-2	98	-4	-1.9	0.7	-5
Cc1ccc2sc(NC(=O)CN3C(=O)CCC3=O)nc2c1C	.	-1	-1	12	112	-5	-1.8	-1.0	-4
O=C(CN1C(=O)CSc2ncccc21)NCCN1CCOCC1	-3	-5	8	2	107	5	-3.6	-2.7	-4
CCc1cc(C(=O)c2ccc(OC)cc2)c(NC(=O)COCC(=O)O)s1	-13	-22	-2	1	105	1	-1.6	1.5	3
Cc1ccc([N+](=O)[O-])cc1NC(=O)c1cccnc1	2	0	3	6	113	4	-3.1	-3.8	-7
Cn1cnnc1Sc1nc2c(c(=O)n(C)c(=O)n2C)n1C	.	0	.	0	100	2	-1.8	-3.2	2
COc1cc(NC(=O)c2ccc(OC)c([N+](=O)[O-])c2)ccc1NC(=O)c1cccs1	9	2	7	-1	104	0	-0.6	2.8	-4
Cc1n[nH]c(C)c1S(=O)(=O)N1CCc2ccccc21	-1	-4	9	6	106	14	-2.9	-2.6	5
COc1ccc(C(=O)Nc2ccccc2C(=O)NCc2cccnc2)cc1OC	-15	-21	-2	5	105	5	-4.0	-2.8	5
CCCc1cc(Nc2ccccc2OCC)n2ncnc2n1	1	-21	-1	5	108	-2	-2.7	-1.4	-2
COc1ccc(N2CCN(C(=O)c3ccc(CS(=O)(=O)c4ccccc4C)o3)CC2)cc1	-11	-53	-6	-1	107	-13	-0.5	-0.5	-6
Cc1oc(-c2nc3ccccc3n2C)cc1C(=O)c1ccccc1	-1	-17	8	3	106	-1	-2.0	-3.1	-1
CCc1nnc(NC(=O)Nc2ccc(Cl)cc2)s1	9	-7	12	-7	90	-12	-4.2	-2.0	3
CC1CCN(c2ccc3nnc(CCC(=O)NCc4ccco4)n3n2)CC1	0	-30	4	6	100	8	-3.5	-1.7	7
Cc1ccc(S(=O)(=O)c2nnn3c2nc(N2CCOCC2)c2ccccc23)cc1	22	-35	5	1	98	-11	-0.4	1.1	-3
O=c1cc(O)c2sc3nc(-c4ccccc4)cc(C(F)(F)F)c3c2[nH]1	11	-4	43	0	95	22	0.1	0.4	5
O=C(Nc1ccc(N2CCOCC2)cc1)C1CC1	5	-1	4	-3	96	3	-0.7	0.2	-4
CCOC(=O)c1cc(C#N)c(Oc2ccc(F)cc2)nc1-c1ccccc1	7	-18	-12	1	99	-16	-0.5	-1.8	-17
C#CCn1ccc(O)c(Cc2ccccc2)c1=O	5	-2	15	7	103	-4	-2.4	-1.0	2
O=C1C2CCCN2C(c2ccc(Br)cc2)N1c1ccc(F)cc1 (stereo not drawn)	-5	-2	21	-2	94	0	-2.1	-5.0	-1
O=C(CSc1nc2ccccc2o1)Nc1nc(-c2ccccc2)cs1	22	-1	-36	4	108	1	-4.3	-3.1	3
O=C1NC2=C(C(=O)CCC2)C(c2ccccc2)N1 (stereo not drawn)	15	-4	-7	-8	96	6	1.2	0.3	5
Cc1ccc(P(C)(=O)c2ccc(C)cc2)cc1	1	-10	5	2	99	14	-2.5	-0.3	-2
CCCCCC(C(=O)O)C(C)CC(=O)NC1CCCCC1 (stereo not drawn)	-11	-9	-2	14	97	0	-2.8	-3.1	2

Outcome played no part in choosing rows, and some 4.7% of all compounds hit somewhere here.
